HEK cytotox: kills HEK 293 cells | HEK 293 viability, ATP luminescence (CellTiter-Glo), 48-72 h | 6.6% of 94,000 active | Potency, µM (top dose mostly 115 µM), without a hit: at the highest dose activity change, negative = cytotoxicity, usual class: inhibitors; further: potency means the concentration at half of the fitted maximal effect; nearly all actives have a fitted effect of over 60% in size
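Cells seeded first (HEK 293, 250 cells/well), then compound added by pintool. Incubation ran 48 or 72 hr at 37 degree Celsius. CellTiter-Glo was added and luminescence imaged after 10 min at room temperature.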
GPT2 inh: GPT2 alanine aminotransferase inhibition. Recombinant GPT2, coupled pyruvate oxidase/HRP Amplex Red fluorescence. 0.25% of 100,000 active. Potency, µM (doses to about 57.7 µM), inactives show at the top dose activity change, negative = inhibition, usual class: inhibitors. Q8TD30. AID 1671188; further: potency means the concentration at half of the fitted maximal effect; nearly all actives have a fitted effect of over 60% in size; many of its hits are not listed in these tables
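GPT2 10ng/uL, a-KG 250uM, L-Ala 2mM, HEPES pH7.5 + 0.0001% Tween; 30 min RT. Then Amplex mix (PO/HRP/ThPP), 30 min RT dark, fluorescence. AOA 50uM used as positive control.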
SNCA expr inh: SNCA gene expression inhibition | HEK-293 SNCA-luciferase knock-in, luminescence, 24 h | 0.17% of 140,000 active | Potency, µM (doses to about 57.2 µM), without a hit: at the top dose activity change, negative = inhibition, actives largely listed as inhibitors;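 further: potency means the concentration at half of the fitted maximal effect; plate controls were DMSO cells for no effect and cell-free wells for full effect; nearly all actives have a fitted effect of over 45% in size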
FLuc inh: Photinus pyralis luciferase inhibition; purified P. pyralis luciferase, luminescence, biochemical; Potency, µM (series often up to 115 µM), for the others: top-dose activity change, negative = inhibition, most hits filed as inhibitors; P08659; 2.5% of 76,000 active; further: potency means the concentration at half of the fitted maximal effect; nearly all actives have a fitted effect of over 65% in size
Target sequence (P08659 whole entry, looked up): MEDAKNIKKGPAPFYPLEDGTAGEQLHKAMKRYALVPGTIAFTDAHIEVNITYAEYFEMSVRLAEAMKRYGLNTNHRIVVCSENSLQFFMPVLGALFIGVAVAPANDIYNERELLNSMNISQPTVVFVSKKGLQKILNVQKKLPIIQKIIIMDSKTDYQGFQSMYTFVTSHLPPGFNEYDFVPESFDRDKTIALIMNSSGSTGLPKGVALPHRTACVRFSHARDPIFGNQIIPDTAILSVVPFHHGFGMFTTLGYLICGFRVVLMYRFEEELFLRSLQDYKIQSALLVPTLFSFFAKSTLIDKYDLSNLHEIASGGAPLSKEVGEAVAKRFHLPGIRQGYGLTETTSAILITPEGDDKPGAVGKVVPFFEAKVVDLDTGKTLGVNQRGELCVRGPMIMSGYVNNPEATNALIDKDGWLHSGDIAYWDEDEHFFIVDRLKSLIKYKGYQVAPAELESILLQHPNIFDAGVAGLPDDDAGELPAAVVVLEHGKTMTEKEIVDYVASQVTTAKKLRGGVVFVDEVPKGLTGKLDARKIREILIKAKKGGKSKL
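FLuc 10nM, D-luciferin 10uM, ATP 10uM, Mg acetate 10mM, Tris acetate pH 7.5, Tween/BSA; cpd qHTS; enzyme added last; CCD luminescence.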
SNCA viab count: cell viability loss counter-screen. HEK-293-SNCA-luc viability, GF-AFC fluorescence, 24 h. Potency, µM (doses to about 57.1 µM), for inactives: at the top dose activity change, negative = cytotoxicity, hits mostly cytotoxic. 0.12% of 150,000 active;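 further: potency means the concentration at half of the fitted maximal effect; 0% = DMSO-treated cells and -100% = medium-only wells without cells; nearly all actives have a fitted effect of over 30% in size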
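Cytotoxicity counterscreen: after 24 h compound treatment of genome-edited SNCA-luciferase HEK-293 cells, live-cell protease substrate GF-AFC read by fluorescence after 30 min; activity scaled between DMSO (0%) and medium-only (-100%), curves Hill-fitted.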
IP6K1 inh: inhibitors of human IP6K1; IP6K1 kinase, ADP-Glo luminescence, 2 h; active compounds read low; activity change, % (series mostly up to about 58 µM); 0.81% of 140,000 active; in the data active means activity change below about -25%
Target sequence (Q92551 whole entry, looked up): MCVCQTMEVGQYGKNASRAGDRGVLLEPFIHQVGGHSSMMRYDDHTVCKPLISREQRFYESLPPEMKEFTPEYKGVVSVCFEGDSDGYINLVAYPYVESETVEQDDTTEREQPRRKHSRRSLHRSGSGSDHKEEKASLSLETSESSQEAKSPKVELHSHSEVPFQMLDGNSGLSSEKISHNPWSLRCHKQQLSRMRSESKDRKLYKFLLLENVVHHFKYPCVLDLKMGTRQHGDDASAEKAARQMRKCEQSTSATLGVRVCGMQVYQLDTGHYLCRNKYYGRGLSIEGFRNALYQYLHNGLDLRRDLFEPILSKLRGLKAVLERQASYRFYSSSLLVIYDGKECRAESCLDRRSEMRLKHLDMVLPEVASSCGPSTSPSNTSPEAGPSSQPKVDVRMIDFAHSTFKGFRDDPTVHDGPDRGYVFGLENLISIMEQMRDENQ
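ADP-Glo luminescence measures ADP made by human IP6K1 during a 2 h RT reaction with ATP/IP6 (mix at 1.3 mM/130 uM); top library doses 57.5 and 19.1 uM final.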
3T3 cytotox: kills NIH 3T3 cells | Potency, µM (titrated, usually from 96.7 µM), for inactives: top-dose activity change, negative = cytotoxicity, hits mostly inhibitors | 4.3% of 94,000 active | NIH 3T3 viability, CellTiter-Glo ATP luminescence, 48-72 h; further: potency means the concentration at half of the fitted maximal effect; nearly all actives have a fitted effect of over 55% in size
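Viability of NIH 3T3 cells after 48 or 72 hr compound treatment at 37 °C was assessed by CellTiter-Glo, with luminescence imaged following a 10 min room-temperature step.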
* = called active by the depositor; i = inactive; ? = inconclusive; . = no result given; [ ] = dose if it differs, or a comment. Unless noted, the call rests on the fitted dose curve; in most records, active means well fitted curve in the direction sought with a large enough effect; inconclusive means small, poorly fitted or top-dose-only effect, or another doubt; inactive means no such curve, though single readings can be large; an effect the other way counts as inactive or inconclusive. Unless noted, on the % scale 0 is the no-effect control and ±100 the full control effect. These rows are one share of the data; rates above refer to the full screens.

no. | SMILES | HEK cytotox | GPT2 inh | SNCA expr inh | FLuc inh | SNCA viab count | IP6K1 inh | 3T3 cytotox
1 | CCc1ccc(NC(=O)CSc2nc3c(sc4ccccc43)c(=O)n2CCCOC(C)C)cc1 | . | . | 3% | . | 22% | 52 | .
2 | Cc1ccccc1C(=O)NC1CN(c2ccnc3ccnn23)C1 | -31% | -14% | -24% | . | 13% | 17 | ?
3 | CN(C)c1cccc(-c2cnc(Nc3ccc(N4CCOCC4)cc3)c3c2CCO3)c1 | 22µM* | i | 0%[87.6 µM] | ? | -24%[87.6 µM] | -16 | ?
4 | COc1ccc(NC(=O)CSc2ncccc2C(=O)O)cc1OC | . | . | 3% | . | -4% | -21 | .
5 | COc1ccc(-c2ccc3nnc(CNC(=O)c4cccc5[nH]ccc45)n3n2)cc1 | ? | -17% | 11% | 10% | ? | -6 | ?
6 | COc1ccc(N2Cc3c(NC4CCCCC4)ncnc3N(C)CC2=O)cc1 | 5% | i | -8% | -2% | 10% | -12 | -20%
7 | COc1ccc(C2Cn3cnc(C(=O)N4CCC(C(=O)NC5CCCCCC5)CC4)c3CO2)cc1 (stereo not given) | 1% | ? | -3% | -11% | 5% | 2 | i
8 | N#Cc1cc(C2=Nc3ccc(Br)cc3NC(=O)C2)ccn1 | . | i | . | . | -16% | 6 | .
9 | Cn1cnc2cc(-c3ccc(F)cc3)cc(C(=O)NCCc3cnc[nH]3)c21 | 3%[172 µM] | 3%[88.5 µM] | -28%[87.6 µM] | 7%[172 µM] | -2%[87.6 µM] | -31* | ?
10 | COCCNC(=O)[C@@H]1CCC[C@@H](NCc2cccc3c2OCO3)CN(C)C(=O)C1 | 3%[172 µM] | -3%[88.5 µM] | 7%[87.6 µM] | 2%[172 µM] | 5%[87.6 µM] | -23 | -3%[174 µM]
11 | CCOc1ccccc1NC(=O)N1CCC(n2c(C)cnc2-c2cccnc2)C1 (stereo not given) | 1% | i | -5% | . | 9% | 7 | -7%
12 | O=C(c1cc(-c2cccc(C(F)(F)F)c2)c2nncn2n1)N1CCCCC1 | -12% | i | -18% | . | 5% | -4 | -19%
13 | CCc1nc2c(=O)n(CC(=O)NCc3ccccc3OC)nc(C)c2s1 | 10% | ? | 1% | -25% | 12% | 2 | -14%
14 | COc1ccc(C2Cn3nnc(C(=O)N4CCN(C(=O)c5ccc(F)cc5)CC4)c3CO2)cc1 (stereo not given) | ? | i | ? | 6% | 5% | -16 | -12%
15 | CCN(CC)C(=O)N1CCC(c2noc(-c3cnccn3)n2)C1 (stereo not given) | 6% | 0% | -23% | -1% | -3% | 0 | 4%
16 | CN(C)c1cc(=O)c2ccnc(-c3ccc(N4CCOCC4)cc3)c2o1 | i | 2%[88.5 µM] | 9%[87.6 µM] | 45µM* | -13%[87.6 µM] | -21 | ?
17 | O=C1CCCN1CC1CCN(C(=O)c2ccc(N3CC[C@H](O)C3)nc2)CC1 | -8% | -10%[11.5 µM] | 2% | -2% | -1% | 44 | -13%
18 | COc1ccc2[nH]c3c(c2c1)CCNC31CCN(S(=O)(=O)c2c(C)nn(C)c2C)CC1 | ? | i | 10% | 7% | 3%[12.5 µM] | 4 | ?
19 | O=C(Cc1ccccc1)N1CCCN(c2ccnc3ccnn23)CC1 | ? | -3%[88.5 µM] | 9%[87.6 µM] | . | 5%[87.6 µM] | 0 | ?
20 | COC(=O)[C@@H]1Cc2c([nH]c3ccccc23)[C@H]2C[C@@H](NCCN3CCOCC3)C[C@@H](c3ccccc3)N21 | ? | i | -5% | -24% | -7% | -8 | ?
21 | C[S+](=O)([O-])N1CCC(c2nnc3n2C(C(=O)NCCc2ccc(Cl)cc2)CC3)CC1 (stereo not given) | 0% | i | 3% | . | 17% | -5 | -14%
22 | CC(=O)Nc1ccc(OCC(=O)NCc2ccc(N3CCOCC3)cc2)nc1 | -5% | i | 0% | 0% | -1% | -2 | -2%
23 | COc1ccc2c(c1)c(CC(=O)Nc1c(C)cccc1C)c(C)n2C(=O)c1ccc(Cl)cc1 | . | . | 18% | . | 2% | 33 | .
24 | COc1cc(C(=O)N(Cc2ccc(F)cc2)Cc2ccco2)cc(OC)c1OC | . | . | 7% | . | 0% | 16 | .

Reformatted with two lines to a compound: nine of the compounds above
Below each SMILES: HEK cytotox	GPT2 inh	SNCA expr inh	FLuc inh	SNCA viab count	IP6K1 inh	3T3 cytotox
16) CN(C)c1cc(=O)c2ccnc(-c3ccc(N4CCOCC4)cc3)c2o1
  i	2%[88.5 µM]	9%[87.6 µM]	45µM*	-13%[87.6 µM]	-21	?
17) O=C1CCCN1CC1CCN(C(=O)c2ccc(N3CC[C@H](O)C3)nc2)CC1
  -8%	-10%[11.5 µM]	2%	-2%	-1%	44	-13%
18) COc1ccc2[nH]c3c(c2c1)CCNC31CCN(S(=O)(=O)c2c(C)nn(C)c2C)CC1
  ?	i	10%	7%	3%[12.5 µM]	4	?
19) O=C(Cc1ccccc1)N1CCCN(c2ccnc3ccnn23)CC1
  ?	-3%[88.5 µM]	9%[87.6 µM]	.	5%[87.6 µM]	0	?
20) COC(=O)[C@@H]1Cc2c([nH]c3ccccc23)[C@H]2C[C@@H](NCCN3CCOCC3)C[C@@H](c3ccccc3)N21
  ?	i	-5%	-24%	-7%	-8	?
21) C[S+](=O)([O-])N1CCC(c2nnc3n2C(C(=O)NCCc2ccc(Cl)cc2)CC3)CC1 (stereo not given)
  0%	i	3%	.	17%	-5	-14%
22) CC(=O)Nc1ccc(OCC(=O)NCc2ccc(N3CCOCC3)cc2)nc1
  -5%	i	0%	0%	-1%	-2	-2%
23) COc1ccc2c(c1)c(CC(=O)Nc1c(C)cccc1C)c(C)n2C(=O)c1ccc(Cl)cc1
  .	.	18%	.	2%	33	.
24) COc1cc(C(=O)N(Cc2ccc(F)cc2)Cc2ccco2)cc(OC)c1OC
  .	.	7%	.	0%	16	.

Additional compounds follow:
no. | SMILES | HEK cytotox | GPT2 inh | SNCA expr inh | FLuc inh | SNCA viab count | IP6K1 inh | 3T3 cytotox
25 | CCOC(=O)c1ccc(NC(=O)C2=C(C)C(=O)OC23CCN(C(C)C)CC3)cc1 | . | . | 6% | . | 0% | -5 | .
26 | CC(C)n1cc(CN2CCCC2C(=O)Nc2cccc(-n3cccn3)c2)cn1 (stereo not given) | -1% | -5% | 4% | -2% | -8% | 4 | -2%
27 | O=C(NCc1ccccn1)C1CC(=O)N(c2n[nH]c3cccc(F)c23)C1 (stereo not given) | i | -13% | 5% | 2% | -2% | -9 | 3%
28 | Cc1ccc(C(=O)c2oc3ccccc3c2NC(=O)c2cc(=O)c3ccccc3o2)cc1 | . | . | -9% | . | -5% | -5 | .
29 | COc1ccc(C(=O)N2C(C(=O)N3CCOCC3)COC23CCN(C(=O)C2CCC2)CC3)cc1 (stereo not given) | -4% | i | 30% | -7% | -1% | 0 | -2%
30 | COCCn1ncc(N2CCCC(CC(=O)NCc3ccc(F)cc3F)C2)cc1=O (stereo not given) | 2% | 3% | 2% | 0% | -1% | 27 | -18%
31 | NCCC(=O)N1CCC2(CC1)CN([S+](=O)([O-])c1ccccc1)CCO2 | 3% | 4% | -12% | . | 9% | 11 | i
32 | O=C1c2cc(N3CCOCC3)nc(-c3ccccc3)c2CN1Cc1ccccc1 | 50µM* | 3%[88.5 µM] | ? | 11%[172 µM] | 0%[87.6 µM] | 11 | 32µM*
33 | COC[C@@H]1CN(C(=O)c2ccnc(C)c2)C[C@H]1C(N)=O | -6% | 3% | 17% | 5% | -10% | 0 | -4%
34 | COc1ccc(-c2ccnc(N[C@H]3CO[C@H]4[C@@H]3OC[C@@H]4NC(=O)N3CCOCC3)n2)cc1 | -3% | -3% | -13% | -2% | 4% | -12 | 1%
35 | Cc1nnc2n1CCC(NC(=O)c1ccoc1)CC2 (stereo not given) | ? | i | -11% | 4% | -3% | 6 | 2%
36 | COc1ccnc(CN2CCC3(CC2)CN(CCOc2ccccc2)C(=O)O3)c1OC | ? | i | -2% | 9% | -6% | 34 | -7%

(more compounds)
Short keys: A = HEK cytotox; B = GPT2 inh; C = SNCA expr inh; D = FLuc inh; E = SNCA viab count; F = IP6K1 inh; G = 3T3 cytotox
(37) CC(C)(C)c1ccc(C(=O)N2C[C@@H](C(=O)O)[C@H](c3cccc(F)c3)C2)cc1
  A = -11%	B = i	C = -4%	D = ?	E = 8%	F = 7	G = -11%
(38) COCCNC(=O)[C@@H]1C[C@H](Oc2cccnc2)CN1C(=O)c1cc2ccccc2[nH]1
  A = -1%	B = 5%	C = 37%[activator]	D = .	E = 4%	F = 20	G = -14%
(39) CCC(C)CNCC(=O)N1CCC2SC=CC2C1COc1cccc(C)c1 (stereo not given)
  A = .	B = ?	C = .	D = .	E = -31%	F = 21	G = .
(40) CCn1c(CO)nnc1C1CC(NC(=O)Cn2ncc3ccccc32)C1 (stereo not given)
  A = i	B = -23%[11.5 µM]	C = 1%	D = 1%	E = 1%	F = 18	G = i
(41) COc1ccc(CN2CCC(CO)(CN3CCCC3)CC2)cc1C
  A = 89µM*	B = ?	C = ?	D = -3%	E = -2%	F = 1	G = ?
(42) CC(=O)c1ccc(NC(=O)N[C@H]2CO[C@H]3[C@@H]2OC[C@H]3OCC(N)=O)cc1
  A = -2%[172 µM]	B = 0%[88.5 µM]	C = 32%[activator][87.6 µM]	D = 0%[172 µM]	E = -9%[87.6 µM]	F = 2	G = i
(43) O=C(CC1CCN(C(=O)Nc2cccc(F)c2)C1)NC1CC1 (stereo not given)
  A = 6%	B = i	C = 6%	D = -3%	E = -16%[12.5 µM]	F = -4	G = 1%
(44) COc1ccccc1N=c1scc(-c2ccc(S(=O)(=O)N3CCCC3)cc2)n1C
  A = .	B = .	C = ?	D = .	E = -3%	F = 3	G = .
(45) Cc1cc(C)c(/C=C/c2onc(C)c2S(=O)(=O)N2CCC(C(=O)Nc3cccc(C)c3C)CC2)c(C)c1
  A = .	B = .	C = 13%	D = .	E = 6%	F = -12	G = .
(46) CCC(O)c1cc2n(n1)CCN(C(=O)c1cnc(C)nc1-c1ccccc1)C2 (stereo not given)
  A = i	B = 4%	C = -19%	D = -3%	E = 7%	F = 2	G = -2%
(47) Cc1ccc(-c2nnc([C@H]3CCN(C(=O)C4CC4)C3)o2)cc1
  A = 4%[172 µM]	B = -8%[88.5 µM]	C = -23%[87.6 µM]	D = -11%[172 µM]	E = -16%[87.6 µM]	F = 5	G = -11%[174 µM]
(48) Cc1ccc(/C=C(\C#N)C(=O)Nc2cccc(Cl)c2)o1
  A = .	B = .	C = 160%[activator]	D = .	E = -3%	F = -1	G = .
(49) O=C(c1ccc(Cl)nc1)N1CCC2(CC1)CC(=O)N(c1ccccc1)c1ccccc1O2
  A = ?	B = i	C = 6%	D = 2%	E = -3%	F = -17	G = ?
(50) O=C1NCc2ccccc2CC12CCN(Cc1cccc(C(F)(F)F)c1)C2 (stereo not given)
  A = 40µM*	B = i	C = 6%	D = .	E = 2%	F = -8	G = ?

Compound activity: PubChem, National Center for Advancing Translational Sciences (NCATS)
